# Epigenetic mod – epigenetic modulators derepressing GFP locus in mouse cells. mouse C127i GFP locus derepression, cytometry, 30 h. Potency, µM (titrated, usually from 46.1 µM), for the others: at the top dose GFP derepression (activation). 68,000 compounds, 0.09% hits. AID 597; note: % of control where 0% means no effect
#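 Read-out is the number of GFP-positive cells, scored as fluorescent objects 20 to 120 um wide, reflecting derepression of a silenced CMV-GFP reporter in murine C127i cells after 30 h compound exposure at 37 C.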
# HEK293 cAMP ctrl – raises cAMP in parental HEK293 cells, TSHR agonist counter-screen; parental HEK293 CNG cAMP sensor, membrane potential fluorescence; Potency, µM (top dose mostly 57.1 µM), inactives show at the highest dose activation, usual class: activators; 73,000 compounds, 2.5% hits; AID 938; note: potency is the fitted concentration of half-maximal effect; % of control where 0% means no effect; nearly all actives have a fitted effect of over 55% in size
#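 Counterscreen for endogenous-receptor signalling: CNG-channel HEK 293 cells report cAMP rise by membrane depolarization. After 60 min dye equilibration with 100 uM RO 20-1724, compounds incubated 30 min before bottom-read fluorescence at 590 nm.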
# Ub-GFP proteasome – inhibits proteasome, raising ubiquitin-GFP reporter fluorescence. Ubiquitin-GFP reporter cells, proteasome inhibition, GFP fluorescence; response scale: untreated = 0%, 10 µM MG-132 = 100%. Potency, µM (series often up to 45.9 µM), for inactives: top-dose activation (GFP accumulation), actives largely listed as activators. 67,000 tested, under 10 active. AID 526; active = well fitted activation curve with a large enough effect, not every such curve was filed as active; inconclusive = small, poorly fitted or top-dose-only effect, or another doubt; inactive = no such curve, though single readings can be large or run the other way; note: potency is the fitted concentration of half-maximal effect
#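 Proteasome blockade was scored as a rise in GFP-expressing U2OS cells carrying a ubiquitin(G76V)-GFP construct, imaged after 4 hr compound treatment at 37 °C across a 46 uM–2.9 nM series.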
# USP2a inh – USP2a (human) protease inhibition; 60,000 compounds, 0.1% hits; Potency, µM (series often up to 38.3 µM), for the others: at the highest dose activity change, negative = inhibition, hits mostly inhibitors; USP2a enzymatic assay, qHTS inhibition;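 note: potency is the fitted concentration of half-maximal effect; nearly all actives have a fitted effect of over 60% in size; plate controls were DMSO for no effect and NEM full inhibition control for full effect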
#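 20 nM USP2 core + cpd, 30 min RT; add 20 nM Ub-PLA2/20 uM NBD C6-HPC; read Ex460/Em535 at 0 h and 2.5 h. Normalized to NEM; qHTS curve fit/classification.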
# BRCT inh red – inhibitors of human BRCA1 BRCT-phosphoprotein interaction (red fluorophore) | 75,000 compounds, 0.03% hits | BRCT-phosphopeptide binding, red fluorescence polarization | Potency, µM (highest dose often 76.9 µM), without a hit: at the top dose activity change, negative = inhibition, actives largely listed as inhibitors | P38398; note: % is set by controls: 0 for no effect and ±100 for the full control effect
# Target sequence (P38398 whole entry, looked up): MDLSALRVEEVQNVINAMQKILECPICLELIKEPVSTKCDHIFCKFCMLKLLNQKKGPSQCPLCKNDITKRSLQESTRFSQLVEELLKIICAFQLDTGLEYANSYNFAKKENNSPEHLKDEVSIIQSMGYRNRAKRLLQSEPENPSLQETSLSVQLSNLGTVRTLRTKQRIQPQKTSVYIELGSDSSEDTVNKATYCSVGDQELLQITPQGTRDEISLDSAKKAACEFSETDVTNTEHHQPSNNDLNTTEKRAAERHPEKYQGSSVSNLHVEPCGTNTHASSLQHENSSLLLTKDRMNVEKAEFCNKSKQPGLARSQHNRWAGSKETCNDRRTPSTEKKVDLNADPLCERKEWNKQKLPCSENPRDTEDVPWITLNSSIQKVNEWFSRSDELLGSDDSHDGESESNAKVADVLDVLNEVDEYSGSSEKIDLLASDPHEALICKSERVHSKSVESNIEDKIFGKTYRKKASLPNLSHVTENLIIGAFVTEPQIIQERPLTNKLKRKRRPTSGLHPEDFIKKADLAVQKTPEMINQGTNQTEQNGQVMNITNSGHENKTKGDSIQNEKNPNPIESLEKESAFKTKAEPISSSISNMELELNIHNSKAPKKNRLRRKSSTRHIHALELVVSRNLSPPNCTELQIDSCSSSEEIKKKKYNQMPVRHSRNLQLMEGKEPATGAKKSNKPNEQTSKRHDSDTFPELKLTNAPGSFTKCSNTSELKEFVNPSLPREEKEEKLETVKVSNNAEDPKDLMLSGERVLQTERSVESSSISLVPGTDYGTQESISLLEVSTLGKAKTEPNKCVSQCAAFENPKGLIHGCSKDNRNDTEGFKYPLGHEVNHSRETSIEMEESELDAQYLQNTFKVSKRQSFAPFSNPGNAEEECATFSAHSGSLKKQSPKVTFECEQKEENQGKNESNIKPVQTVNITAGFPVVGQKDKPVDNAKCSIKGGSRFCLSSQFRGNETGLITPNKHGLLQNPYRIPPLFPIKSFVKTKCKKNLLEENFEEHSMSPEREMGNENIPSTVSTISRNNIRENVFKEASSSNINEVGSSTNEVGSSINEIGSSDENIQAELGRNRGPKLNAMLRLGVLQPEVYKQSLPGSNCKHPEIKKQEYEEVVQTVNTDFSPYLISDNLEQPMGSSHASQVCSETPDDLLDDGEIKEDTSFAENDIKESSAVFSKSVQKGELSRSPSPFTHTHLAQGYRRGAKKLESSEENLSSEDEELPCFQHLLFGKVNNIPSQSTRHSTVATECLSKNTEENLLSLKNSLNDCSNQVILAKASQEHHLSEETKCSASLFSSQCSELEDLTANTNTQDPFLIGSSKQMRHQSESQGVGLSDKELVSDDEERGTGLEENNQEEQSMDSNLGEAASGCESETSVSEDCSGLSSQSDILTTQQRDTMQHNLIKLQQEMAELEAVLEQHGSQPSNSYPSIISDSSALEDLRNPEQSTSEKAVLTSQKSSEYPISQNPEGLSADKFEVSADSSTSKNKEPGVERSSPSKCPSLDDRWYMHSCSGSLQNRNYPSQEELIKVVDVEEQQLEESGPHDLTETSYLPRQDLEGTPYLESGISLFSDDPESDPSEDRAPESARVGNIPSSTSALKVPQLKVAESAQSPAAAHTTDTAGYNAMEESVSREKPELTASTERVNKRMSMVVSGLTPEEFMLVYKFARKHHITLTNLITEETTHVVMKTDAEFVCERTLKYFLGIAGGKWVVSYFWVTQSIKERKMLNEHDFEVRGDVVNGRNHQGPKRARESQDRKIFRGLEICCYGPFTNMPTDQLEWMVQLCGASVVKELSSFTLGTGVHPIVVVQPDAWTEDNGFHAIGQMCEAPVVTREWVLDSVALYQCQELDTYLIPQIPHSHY
#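 Rhodamine-labelled pBACH1 10-mer (100 nM) bound to BRCT domain (100 nM) at pH 7.3; compounds incubated 12 min room temperature, polarization read. Free peptide defines full inhibition; unlabelled decapeptide titrated as control.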
# BRCT PPI green – inhibitors of human BRCA1 BRCT-phosphoprotein interaction (green fluorophore). BRCA1 BRCT-phosphopeptide binding, green fluorescence polarization. P38398. 75,000 compounds, 0.05% hits. Potency, µM (titrated, usually from 76.9 µM), without a hit: at the top dose activity change, negative = inhibition, actives largely listed as inhibitors;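 note: potency is the fitted concentration of half-maximal effect; plate controls were peptide without protein for full effect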
#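 Fluorescence polarization: His-tagged BRCT (~35 kDa BRCA1 C-terminus, 250 nM) bound to 100 nM fluorescein-labeled phosphorylated 10-aa BACH1 peptide, pH 7.3 phosphate buffer with DTT and Tween 20. Compounds incubated 12 min at room temperature; inhibition read as lowered polarization.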
# 4-MU autofl – compound fluoresces in the 4-MU spectral region; max dye-equivalent concentration, M; 59,000 compounds, 11% hits; compound autofluorescence, 340/450 nm, 4-MU equivalents; stronger effect = higher value; in the data active = max dye-equivalent concentration above about 10 nM; inconclusive = mostly about 1.1 nM to 9.6 nM
#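 Compounds in 100 mM Tris, pH 8.0, sat 15 min at room temperature before fluorescence was read at 340 nm excitation/450 nm emission; a per-plate six-point 4-MU standard curve converted signals to dye-equivalent concentration at each compound concentration.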
# Caspase-7 inhib – blocks human caspase-7 allosterically or competitively. P55210. recombinant caspase-7, Ac-DEVD-AFC fluorescence rate. Potency, µM (highest dose often 57.5 µM), without a hit: top-dose activity change, negative = inhibition, hits mostly inhibitors. 75,000 compounds, 0.02% hits. AID 889; active = well fitted inhibition curve with a large enough effect in the main read-out, with a control signal flat, not every such curve was filed as active; inconclusive = small, poorly fitted or top-dose-only effect, or a change in a side signal; note: potency is the fitted concentration of half-maximal effect; % of control where 0% means no effect
# A350 autofl – compound fluoresces in the Alexa 350 spectral region | Compound autofluorescence, 340/450 nm, Alexa 350 dye-equivalents; stronger effect = higher value | max dye-equivalent concentration, M | 59,000 compounds, 11% hits | AID 590; in the data active = max dye-equivalent concentration above about 10 nM; inconclusive = mostly about 1.1 nM to 9.6 nM
# Casp1 inh – allosteric or competitive inhibitors of human caspase-1; 75,000 compounds, 0.03% hits; Potency, µM (series often up to 57.5 µM), without a hit: at the top dose activity change, negative = inhibition, most hits filed as inhibitors; P29466; Caspase-1 enzyme, Ac-WEHD-AFC fluorogenic rate;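 note: potency is the fitted concentration of half-maximal effect; plate controls were vehicle for no effect and no substrate for full effect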
# Fluorescein fluor – compound autofluorescence in fluorescein spectral region | AID 593 | Compound autofluorescence, 480/540 nm, fluorescein-equivalent; stronger effect = higher value | 59,000 compounds, 0.91% hits | max fluorescein-equivalent concentration, M; in the data active = max fluorescein-equivalent concentration above about 10 nM; inconclusive = between about 1.1 nM and that limit
#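 Read-out is intrinsic compound fluorescence at 480/540 nm (excitation/emission), expressed as dye-equivalent concentration using a fluorescein standard series run on every plate. Compounds sat 15 min at room temperature in 100 mM Tris, pH 8.0.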
# Numbers without * were called inactive; i = inactive; ? = inconclusive; nt = no result given; [ ] = another dose, or the depositor's remark. Unless noted, calls come from the whole dose curve; as a rule, active = well fitted curve in the direction sought with a large enough effect; inconclusive = small, poorly fitted or top-dose-only effect, or another doubt; inactive = no such curve, though single readings can be large; an effect the other way counts as inactive or inconclusive. An excerpt; rates above refer to the full screens.
# Second line of a record – Epigenetic mod, HEK293 cAMP ctrl, Ub-GFP proteasome, USP2a inh, BRCT inh red, BRCT PPI green, 4-MU autofl, Caspase-7 inhib, A350 autofl, Casp1 inh, Fluorescein fluor
> Cc1oc(C2CC2)cc1C(=O)O
  0%, 8%, 1%, -7%, 0.9%, -0.5%, i, 2%, i, -5%, i
> O=C(Nc1nncs1)C1c2ccccc2Oc2ccccc21
  -1%, -1%, -2%, 0%, 0.4%, 1.0%, i, 1%, i, -1%, i
> COC(=O)c1[nH]c2cc(OC)c(OC)cc2c1NC(=O)CN1CCN(Cc2ccccc2)CC1
  -5%, -12%, 23%, 36%[activator], -2.3%, -1.1%, 4.7e-08M*, 0%, 1.2e-08M*, 0%, i
> COc1ccc(Nc2nc(CC(C)=O)ns2)cc1OC
  2%, -2%, -2%, -20%, -2.0%, 0.5%, i, -3%, i, 1%, i
> COc1cccc(NC(=O)N2CCC(C(=O)Nc3ccc(C)cc3C)CC2)c1
  0%, ?, 2%, 9%, -0.9%, 0.0%, i, 0%, i, 0%, ?
> CCOc1ccc(NS(=O)(=O)c2ccc3[nH]cc(C(=O)N(CC)CC)c(=O)c3c2)cc1
  0%, 22%, 0%, 19%, 0.4%, -1.7%, 1.5e-08M*, -1%, 1.5e-08M*, -2%, ?
> O=C(COc1ccc(Cl)cc1)NCc1nnc(SCC(=O)N2CCCCC2)o1
  10%, 17%, 4%, 8%, -0.8%, -2.3%, i, -1%, i, 0%, i
> CN(C(=O)COc1ccccc1)c1nnc(-c2cccnc2)s1
  7%, ?, 9%, nt, -1.1%, 0.6%, 2.1e-08M*, 0%, ?, -1%, ?
> COc1cccc(S(=O)(=O)NCc2ccc(C(=O)NCc3ccco3)cc2)c1
  -3%, 7%, -15%, 12%, -2.8%, 3.7%, i, -14%, i, -2%, ?
> COc1ccccc1-c1cc(C(=O)Nc2cc(C)n(Cc3ccc(Cl)cc3)n2)no1
  -1%, 3.2µM*, -8%, 14%, -1.0%, -0.6%, i, 0%, i, 1%, i
> O=C1c2cccc3cccc(c23)C(=O)N1c1nncs1
  6%, 11%, 1%, 1%, -1.3%, -3.2%, 1.9e-07M*, -10%, 2.3e-07M*, -8%, ?
> COC(=O)C1=C(C)NC(=O)CC1c1ccccc1F (stereo not drawn)
  2%, 2%, 6%, 8%, -1.5%, -2.9%, nt, -3%, nt, -2%, nt
> CC(=O)N1CCc2cc(S(=O)(=O)NC(C(=O)Nc3nc(C)cs3)C(C)C)ccc21 (stereo not drawn)
  0%, -4%, -5%, -4%, 0.0%, -1.8%, i, -1%, i, 1%, i
> Cc1ncc(CN=Cc2ccc(Cl)cc2)c(N)n1
  2%[9.22 µM], -6%[11.4 µM], -7%[9.17 µM], nt, 0.1%[15.4 µM], 0.0%[15.4 µM], i, 2%[11.5 µM], i, -2%[11.5 µM], i
> Cc1ccc(-n2nnnc2SCC(=O)c2c(N)n(CC(C)C)c(=O)n(C)c2=O)cc1
  1%, -1%, -2%, 13%, 1.0%, -1.3%, i, -1%, ?, 0%, ?
> Cc1cc2oc(C(=O)Nc3c(C)n(C)n(-c4ccccc4)c3=O)c(C)c2cc1C
  0%, 10%, 3%, -2%, 0.9%, -0.5%, i, -2%, i, 0%, i
> COc1cc(C(=O)Nc2cc(-c3ccccc3)[nH]n2)cc(OC)c1OC
  -2%, -5%[11.4 µM], 7%[9.17 µM], 30%[7.66 µM], -1.5%, 0.6%, nt, 1%, nt, 0%, nt
> CCN1C(=O)[C@H]2[C@H]3[C@H](O)[C@H](O)C/C(=N/OC[C@@H](O)COCc4ccco4)[C@H]3CC[C@@H]2C1=O
  nt, 4%[11.4 µM], nt, nt, -0.8%[15.4 µM], -4.3%[15.4 µM], nt, -2%[11.5 µM], nt, 2%[11.5 µM], nt
> COc1ccc2cccc(N3CCN(CCNC(=O)c4ccc(F)cc4)CC3)c2c1
  -1%, 13%, 0%, nt, -1.2%, -0.2%, nt, -3%, nt, -1%, nt
> Cc1ccc(C)c(N2CCN(C(=O)C3CCN(c4nnc(N5CCCC5=O)s4)CC3)CC2)c1
  0%, 2%, 27%, 59%[activator], -1.3%, -0.3%, i, -1%, i, 0%, i

# Two compounds from above, limited to 4-MU autofl:
SMILES	4-MU autofl
CC(=O)N1CCc2cc(S(=O)(=O)NC(C(=O)Nc3nc(C)cs3)C(C)C)ccc21 (stereo not drawn)	i
Cc1ncc(CN=Cc2ccc(Cl)cc2)c(N)n1	i

# Other compounds
# Second line of a record – Epigenetic mod, HEK293 cAMP ctrl, Ub-GFP proteasome, USP2a inh, BRCT inh red, BRCT PPI green, 4-MU autofl, Caspase-7 inhib, A350 autofl, Casp1 inh, Fluorescein fluor
> CCC1(C)Cc2c(sc3nc(SCC(=O)O)[nH]c(=O)c23)CO1 (stereo not drawn)
  -2%, 6%, 2%, 1%, -1.1%, 0.8%, 1.7e-08M*, -2%, 1.7e-08M*, -1%, i
> CCn1c(=O)cc(OCC(=O)Nc2ccc3c(c2)OCCO3)c2ccccc21
  2%, 4%, 14%, 19%, 0.4%, 0.5%, i, 0%, i, 2%, i
> COCCn1c(C)cc(C(=O)CSc2nnc3scc(-c4ccc(Cl)cc4)n23)c1C
  4%, 9%, 1%, -4%, -1.0%, -2.2%, i, 2%, i, 0%, i
> CCN1CCN(c2ncnc3c2sc(=S)n3-c2ccccc2)CC1
  nt, 7%, -5%, nt, -0.4%, 1.0%, nt, 1%, nt, -1%, nt
> COc1cc(-n2cnnn2)ccc1S(=O)(=O)N1CCOCC1
  0%, -1%, 7%, nt, -0.4%, 0.4%, i, 4%, i, 0%, i
> COc1cccc(NC(=O)c2ccc(CN3CCN(c4ccccc4)CC3)cc2)c1
  0%, ?, 0%, 27%, -3.2%, 0.8%, i, -3%, i, -4%, i
> CCN(CC)c1cc(Oc2ccccc2)ncn1
  0%, 7%, -2%, 1%, 0.4%, 1.1%, i, -1%, i, 0%, i
> CCOC(=O)N1CCC(NCCNC(=O)c2ccccc2Cl)CC1
  -1%, 18%, -3%, ?, -1.8%, -1.2%, i, 1%, i, 0%, i
> CC(C)Oc1ccc(C2C(C(=O)c3ccco3)=C(O)C(=O)N2Cc2cccnc2)cc1 (stereo not drawn)
  0%, 9%, 0%, 7%, -0.2%, -2.2%, i, -2%, ?, -3%, i
> Cc1ccc2c(c1)C(C)(C)[C@]1(C)NC(=O)CCN21
  -2%, 6%, -1%, 1%, 1.1%, -2.6%, i, 0%, i, 0%, i
> O=C(CCn1nc(-c2ccccc2)ccc1=O)N1CCOCC1
  4%, -5%, -4%, 0%, -0.3%, 1.8%, i, 0%, i, -3%, i
> CN(C)c1nc(N)nc(Nc2ccccc2C#N)n1
  2%, 19%, 0%, -2%, 1.3%, 1.2%, nt, -1%, nt, -2%, nt
> CCN(CC)CCNC(=O)c1c(O)c2cc(OC)c(OC)cc2[nH]c1=O
  -2%, 11%, -2%, -1%, 0.2%, -0.2%, 8.6e-08M*, 0%, 7.1e-08M*, 1%, i
> CCC(C)Sc1nc(O)cc(=O)[nH]1 (stereo not drawn)
  2%, 4%[11.4 µM], 6%[9.17 µM], 8%[7.66 µM], -1.0%, -1.6%, nt, 0%, nt, -1%, nt
> COc1ccccc1C(=O)N1CCN=C1SC
  0%, 6%, -10%, 6%, -0.2%, -1.7%, i, 0%, i, 1%, ?
> COC(=O)c1ccc(NC(=O)CNC(=O)C2CCCCC2)cc1
  2%, 1%[11.4 µM], -5%[9.17 µM], 10%[7.66 µM], 0.1%, -2.3%, nt, 0%, nt, 0%, nt
> COc1ccc(OCC(=O)c2c(O)c3ccccc3oc2=O)cc1
  6%, 24%, 0%, -6%, 1.6%, -2.0%, i, 0%, i, 1%, i
> CCC(C)NC(=O)C1CCN(S(=O)(=O)c2cccnc2)CC1 (stereo not drawn)
  2%, 6%, 3%, 3%, 0.4%, -0.8%, ?, 1%, ?, 0%, i
> COCCn1c(C)cc(C(=O)COC(=O)c2ccc(N3CCCC3=O)cc2)c1C
  0%, 3%, 1%, 15%, -2.6%, -1.1%, i, 0%, i, 0%, ?
> Cn1c(=O)c2c(nc(CN3CCN(Cc4ccccc4)CC3)n2Cc2cccc(Cl)c2)n(C)c1=O
  nt, 18%, 2%, nt, -2.2%, -5.5%, nt, -3%, nt, 4%, nt
> CCC1CCCCN1C(=O)N[C@@H](Cc1ccccc1)C(=O)O (stereo partly drawn)
  0%, -1%, 1%, 5%, -2.1%, -4.2%, i, 0%, ?, -1%, ?
> CCOC(=O)c1c(C)n(C)c2ccc(OC)c(NC(=O)CN3CCN(C(=O)c4ccco4)CC3)c12
  2%, 2%, -3%, 15%, 1.6%, -4.3%, i, 0%, i, -1%, i
